Bioassay records from PubChem.
RAD52 inh = RAD52 (human) annealing inhibition; P43351; recombinant RAD52 DNA annealing, FRET fluorescence; inhibition, % at 18.7 µM; hit rate 0.46% among 360,000;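 active = every replicate showing at least 50% inhibition; inconclusive = mean inhibition at least 50% but not in every replicate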
Target sequence (P43351 whole entry, looked up): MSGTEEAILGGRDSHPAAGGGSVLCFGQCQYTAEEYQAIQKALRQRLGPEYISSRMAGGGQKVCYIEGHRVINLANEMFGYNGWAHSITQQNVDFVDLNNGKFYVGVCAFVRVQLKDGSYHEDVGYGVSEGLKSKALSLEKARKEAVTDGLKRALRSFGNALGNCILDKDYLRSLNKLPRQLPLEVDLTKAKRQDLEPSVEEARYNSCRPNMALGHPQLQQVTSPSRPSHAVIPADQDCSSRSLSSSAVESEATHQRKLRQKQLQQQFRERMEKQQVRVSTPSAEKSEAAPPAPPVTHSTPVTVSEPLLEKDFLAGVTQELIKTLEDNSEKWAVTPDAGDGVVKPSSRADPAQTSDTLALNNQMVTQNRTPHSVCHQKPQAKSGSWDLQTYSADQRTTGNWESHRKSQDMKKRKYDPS
ERAP1 HTS inh = ERAP1 (human) enzyme inhibition; Q9NZ08; recombinant ERAP1, Leu-AMC fluorescence, 60 min; inhibition, % at 10.7 µM; hit rate 0.15% among 340,000;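 active = mean replicate inhibition of at least 30%, or all replicates individually reaching that 30% level; inactive = mean below 30% and not every replicate reaching it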;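 also: 0% = neutral control wells and 100% = L-leucinethiol positive control wells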
PGC1a acetyl inh = PGC1a acetylation modulation, inhibitor mode; inhibition, % at 15.6 µM; hit rate 0.17% among 350,000; U2OS PGC1a acetylation, AlphaScreen anti-acetyl-lysine; with virally co-expressed GCN5 acetyltransferase; AID 651687;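 active = every replicate shows inhibition of at least 40%; inconclusive = mean inhibition at least 40% but some replicate below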;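 also: 0% = neutral control wells and 100% = positive control wells; some results beyond the cut were filed as inactive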
Numbers without * were called inactive; ? = inconclusive. Not all compounds are listed (hit frequency here may not be typical).

RAD52 inh	ERAP1 HTS inh	PGC1a acetyl inh	canonical_smiles
-15	1	3	CCCc1cn([C@H]2C[C@@H]3O[C@H](CO)CC[C@@H]3O[C@@H]2CCc2ccc(-c3cccc(OC)c3)cc2)nn1
0	-3	-6	COC(=O)c1ccc(Cn2cc(Cl)cn2)o1
-18	-1	-4	N#Cc1ccc(OCc2nnc(-c3ccc([N+](=O)[O-])cc3)o2)cc1
-8	6	-7	CCCS(=O)(=O)c1c(S(=O)(=O)CCC)c2ccc(C(N)=O)cn2c1C(=O)c1ccc(OC)cc1
-12	0	-2	C/C(CC(=O)Nc1ccc(N(C)C)cc1)=N\NC(=O)c1ccncc1
-13	11	?	CCNc1nc(Oc2ccc(C#N)cc2)cc(C(F)(F)F)n1
-11	-4	-8	Oc1csc(Cc2nc(-c3ccc(Br)cc3)cs2)n1
-20	1	2	CCOc1ccc(NC(=O)CC(NCc2ccccn2)C(=O)O)cc1 (stereo not drawn)
-3	6	6	CC(C)(C)c1nnc(NC(=O)c2cccs2)s1
-3	4	4	CCCCc1cc2c(c(NC(=O)CC)n1)c(=O)oc1ccccc12
-16	-6	-8	Cc1ccc(S(=O)(=O)Nc2nc3ccccc3nc2Nc2cccc(S(=O)(=O)N3CCCC3)c2)cc1
-6	-2	-3	CN(Cc1c(F)cccc1Cl)C(=O)C1CC(=O)N(CCc2ccccc2)C1 (stereo not drawn)
-17	-5	5	O=C(NC(=S)Nc1nc(-c2ccc(Cl)cc2)cs1)c1cccs1
-8	2	-13	COc1cccc(C(=O)N2CCCC(CCC(=O)NCc3ccc(F)c(F)c3)C2)c1 (stereo not drawn)
-4	3	-65	O=C(Cc1ccc(Cl)cc1)c1c[nH]c(C(=O)NCc2cccnc2)c1
-18	1	-5	COC(=O)N/N=C/c1ccc(/C=N/NC(=O)OC)cc1

3 entries already listed, sorted by the number in ERAP1 HTS inh, rising:
RAD52 inh	ERAP1 HTS inh	PGC1a acetyl inh	canonical_smiles
-11	-4	-8	Oc1csc(Cc2nc(-c3ccc(Br)cc3)cs2)n1
0	-3	-6	COC(=O)c1ccc(Cn2cc(Cl)cn2)o1
-3	4	4	CCCCc1cc2c(c(NC(=O)CC)n1)c(=O)oc1ccccc12

(further entries)
RAD52 inh	ERAP1 HTS inh	PGC1a acetyl inh	canonical_smiles
-10	2	4	O=S(=O)(c1cc(Cl)ccc1Cl)n1cccn1
-10	11	-4	COc1ccc(/C=N/OCC(=O)N2CC3(C)CC2CC(C)(C)C3)cc1 (stereo not drawn)
-1	-3	4	O=C1C(Nc2ccccc2)=C2CCCC=C2N1c1ccccc1
2	-3	6	Cc1cc2ncn(CC3CC3(Cl)Cl)c2cc1C (stereo not drawn)
10	-1	-1	CSc1nsc(N/N=C/c2ccccc2)c1C#N
-12	-16	15	Cc1ccc([N+](=O)[O-])cc1S(=O)(=O)N1CCCCC1C(=O)O (stereo not drawn)
3	-1	9	c1ccc(CN2CCN(Cc3nnc(-c4ccccc4)o3)CC2)cc1
-239	1	0	Cc1cc[n+](-c2nc3ccccc3nc2[N-]S(=O)(=O)c2cccs2)cc1C
-6	7	-10	COc1ccccc1OCCC(=O)OCC(=O)Nc1ccc(S(=O)(=O)N2CCOCC2)cc1
-1	0	0	CC(=O)c1cn(Cc2ccccc2)c(=O)n(Cc2ccc(F)cc2)c1=O
-2	-2	2	Nc1nc(Cl)nc(N(c2ccccc2)c2ccccc2)n1
2	-1	4	COCCCNC(=O)CCCCCNS(=O)(=O)c1ccc(Br)cc1
-14	10	0	CCCCOc1ccc(C(=O)CCN2CCOCC2)cc1
-5	-1	-1	O=C(CSc1nnc2c(n1)[nH]c1ccccc12)NCc1ccco1
-6	4	-5	O=C(COC(=O)C1(c2ccc(F)cc2)CCCC1)NCc1ccco1
-52	1	15	Cc1cc(/C=C2\SC(N)=NC2=O)c(C)n1-c1ccc(F)cc1
-4	-4	3	S=C(NCc1ccccc1)NN1CCOCC1
-11	0	2	COc1ccc(-n2c(COc3ccc4c(c3)OCO4)nnc2SCC(=O)O)cc1
-22	6	6	COC(=O)c1c[nH]c(=O)c2ccccc12
4	13	-3	COCCOC(=O)c1c(N)n(CCCN2CCOCC2)c2nc3ccccc3nc12
10	-1	-12	COc1ccc(NC(=S)N2CCN(C(c3ccccc3)c3ccccc3)CC2)c(OC)c1
-9	8	2	CC(C)C(NC(=O)c1ccc(Br)cc1)C(=O)NC1=NCCS1 (stereo not drawn)
-8	-6	4	COCC#Cc1ccc(CC[C@H]2O[C@H]3CC[C@@H](CO)O[C@H]3C[C@H]2NC(=O)Nc2c(C)noc2C)cc1
-14	0	-14	CCOC(=O)c1cc(CC)sc1N1C(=O)CC(Sc2ncccc2C(=O)O)C1=O (stereo not drawn)
3	10	1	CN(C)c1ccc(C(=S)N2CCCCC2)cc1Br
-30	-2	-1	CC(OC(=O)Cc1coc2cc3c(cc12)CCC3)C(=O)NC(N)=O (stereo not drawn)
-23	-4	14	CC1CCC(NC(=O)CN(C)S(=O)(=O)c2cnc[nH]2)CC1 (stereo not drawn)
-12	0	4	CN(C)c1ccc(/C=N/NC(=O)CCCCCNC(=O)c2ccccc2)cc1
-10	-2	11	C=CCOc1ccccc1CNCCc1ccc(S(N)(=O)=O)cc1
-8	-2	-1	COCCN(C)Cc1cn(-c2ccc(F)cc2F)nc1-c1ccccc1C
9	-3	0	O=C(NCCCn1ccnc1)C(=O)NCC(c1ccco1)N1CCN(c2ccc(F)cc2)CC1 (stereo not drawn)
-11	0	-1	N#C/C(=C\c1ccccc1)C(=O)NC(=O)Oc1ccccc1
-18	-3	1	CCc1ccc2nc3sc(C(=O)O)cc3cc2c1
-1	-2	-12	COc1ccc(CCNC(=O)c2ccc(N(C)S(=O)(=O)c3ccc(C)cc3)cc2)cc1
-19	3	-4	CCCOC(=O)Nc1sc2c(c1C(N)=O)CCCC2
-18	-2	1	CCc1noc(C)c1C(=O)N1CCCC(CCC(=O)NCc2ccc(F)c(F)c2)C1 (stereo not drawn)
-15	-1	2	CC(=O)Oc1ccc2c(=O)c(-c3ccccc3)coc2c1
7	0	0	COc1cc2nc(CN3CCN(C(C)=O)CC3)[nH]c(=O)c2cc1OC
-3	2	4	CCOc1cc(C(=O)N(C)CC(=O)Nc2cccc3ccccc23)ccc1OC
-26	4	-3	CN(Cc1ccsc1)C(=O)CCc1nnc(Cc2c[nH]c3ccccc23)o1
-10	2	-7	CN(C)Cc1c(O)ccc2ccccc12
-3	-3	-7	COc1ccc(CCC(=O)N(C)CC(=O)Nc2cc(C)ccc2C)cc1
2	5	1	Cc1cc(-c2n[nH]c(=S)n2-c2ccc(F)cc2)nn1C
-15	-1	3	Cc1c(-c2n[nH]c(=S)n2-c2ccc(Br)cc2)nnn1-c1ccc(Cl)cc1
-9	-2	-5	COc1ccc(C2CC(=O)C=C(NCc3ccccc3)C2)cc1 (stereo not drawn)
-12	-7	16	NS(=O)(=O)c1ccc(CCNC(=O)CC(NC(=O)c2ccccc2Cl)c2ccccc2)cc1 (stereo not drawn)
-8	-10	0	O=C(/C=C/c1ccccc1)NNC(=O)c1cccs1
-14	0	-1	CCn1ccnc1CN1CCN(CCC(C)C)C(CCO)C1 (stereo not drawn)

Sorted by molar mass (ascending): some entries from above
RAD52 inh	ERAP1 HTS inh	PGC1a acetyl inh	canonical_smiles
-10	2	-7	CN(C)Cc1c(O)ccc2ccccc12
-18	-3	1	CCc1ccc2nc3sc(C(=O)O)cc3cc2c1
-8	-10	0	O=C(/C=C/c1ccccc1)NNC(=O)c1cccs1
-15	-1	2	CC(=O)Oc1ccc2c(=O)c(-c3ccccc3)coc2c1
-19	3	-4	CCCOC(=O)Nc1sc2c(c1C(N)=O)CCCC2
2	5	1	Cc1cc(-c2n[nH]c(=S)n2-c2ccc(F)cc2)nn1C
-9	-2	-5	COc1ccc(C2CC(=O)C=C(NCc3ccccc3)C2)cc1 (stereo not drawn)
-14	0	-1	CCn1ccnc1CN1CCN(CCC(C)C)C(CCO)C1 (stereo not drawn)
-23	-4	14	CC1CCC(NC(=O)CN(C)S(=O)(=O)c2cnc[nH]2)CC1 (stereo not drawn)
7	0	0	COc1cc2nc(CN3CCN(C(C)=O)CC3)[nH]c(=O)c2cc1OC
-3	-3	-7	COc1ccc(CCC(=O)N(C)CC(=O)Nc2cc(C)ccc2C)cc1
-8	-2	-1	COCCN(C)Cc1cn(-c2ccc(F)cc2F)nc1-c1ccccc1C
-12	0	4	CN(C)c1ccc(/C=N/NC(=O)CCCCCNC(=O)c2ccccc2)cc1
-3	2	4	CCOc1cc(C(=O)N(C)CC(=O)Nc2cccc3ccccc23)ccc1OC
-18	-2	1	CCc1noc(C)c1C(=O)N1CCCC(CCC(=O)NCc2ccc(F)c(F)c2)C1 (stereo not drawn)
-1	-2	-12	COc1ccc(CCNC(=O)c2ccc(N(C)S(=O)(=O)c3ccc(C)cc3)cc2)cc1
-15	-1	3	Cc1c(-c2n[nH]c(=S)n2-c2ccc(Br)cc2)nnn1-c1ccc(Cl)cc1
9	-3	0	O=C(NCCCn1ccnc1)C(=O)NCC(c1ccco1)N1CCN(c2ccc(F)cc2)CC1 (stereo not drawn)
-12	-7	16	NS(=O)(=O)c1ccc(CCNC(=O)CC(NC(=O)c2ccccc2Cl)c2ccccc2)cc1 (stereo not drawn)

Remaining list, next part
RAD52 inh	ERAP1 HTS inh	PGC1a acetyl inh	canonical_smiles
-6	5	5	CSc1ccccc1NC(=O)c1ccc([N+](=O)[O-])cc1
-19	1	-18	COc1ccc(NC(=O)c2cn(-c3ccccc3)nc2-c2ccncc2)cc1
-6	3	-2	CCN(C(=O)c1ccc(Cl)c([N+](=O)[O-])c1)c1ccccc1
-8	0	7	CCOC(=O)Cc1csc(NC(=O)Cc2ccc(C)cc2)n1
-11	-21	-3	O=C(Cc1cccc2ccccc12)NC(=S)Nc1cccc(C(=O)O)c1
-18	2	-4	CCOC(=O)c1sc(NC(=O)CNCc2ccccn2)c(C(=O)OCC)c1C
-41	-6	8	CCc1nnc(NS(=O)(=O)c2ccc(N/C=C\C(=O)c3ccc(F)cc3)cc2)s1
-29	-3	3	COc1ccc(C2c3[nH]c4ccccc4c3CCN2Cc2ccoc2)c(F)c1 (stereo not drawn)
-13	-3	5	O=C(NNC(=O)[C@H]1CC=CC[C@H]1C(=O)O)c1ccc(Cl)cc1Cl
-10	2	-3	CCCc1c(C)nn(C(=O)/C(C#N)=N/Nc2ccccc2[N+](=O)[O-])c1C
-13	-2	-9	Cc1ccc(SC2CC(=O)N(c3ccc4c(c3)OCCO4)C2=O)cc1 (stereo not drawn)
16	-2	11	C[C@H](CO)N1C[C@H](C)[C@@H](CN(C)C(=O)Nc2ccccc2)Oc2ccc(NS(=O)(=O)c3cccs3)cc2C1=O
-4	-8	1	CCn1cc(C(=O)O)c(=O)c2cc(F)c(N3CCN(C(=S)NC(=O)c4cccc(C)c4)CC3)cc21
-14	-2	-4	COc1cc(C(=O)Nc2cccc(C(C)=O)c2)cc(OC)c1OC
-9	13	1	CC(=O)Nc1ccc(NC(=O)COc2ccccc2C(=O)Nc2cccc(Cl)c2Cl)cc1
-12	-1	37	CCOC(=O)c1c(C)nc(C)c(C(=O)OCC)c1-c1ccco1
-19	4	-1	Cc1cc(C)n(-c2c(C)[nH]c3ccccc23)n1
-8	-5	0	COc1ccc(C)cc1-n1c(SCC(=O)Nc2cccc(C(=O)O)c2)nc2ccccc2c1=O
-14	-5	1	COc1ccc(C2C(C(=O)Nc3ccc(OC)c(OC)c3)c3ccccc3C(=O)N2C)cc1 (stereo not drawn)
46	2	-27	Cc1ccc(S(=O)(=O)Nc2ccc3c(c2)C(=O)N([C@@H](C)CO)C[C@H](C)[C@@H](CN(C)Cc2ccc(C(=O)Nc4ccccc4N)cc2)OCCCC[C@@H](C)O3)cc1
-2	-1	-2	Clc1ccc(-c2nnc(-c3ccccc3)nc2-c2c[nH]c3ccccc23)cc1
-4	-4	3	CC(=O)N1C(C)(C)CC(=NOC(=O)c2ccccc2)CC1(C)C
-9	0	3	Cc1nn(C)c(C)c1NS(=O)(=O)c1ccc(N2CCCC2=O)cc1
-12	0	1	O=C(NC[C@H]1CC[C@H]2[C@H](CN2C(=O)NC2CCCC2)O1)c1ccc2c(c1)OCO2
-6	2	-1	C[C@H](O)C#Cc1cnc2c(c1)C(=O)N([C@@H](C)CO)C[C@H](C)[C@H](CN(C)C(=O)CN1CCOCC1)O2
-2	-2	2	COc1ccc(CNC(=O)CN(C(=O)CCC(=O)Nc2ccccn2)c2cccc(C)c2)cc1
-18	6	6	CCn1c(C)cc(C)c(C#N)c1=O
-7	-4	2	CNC(=O)Nc1cccc(-c2cc(-c3c(Cl)cccc3Cl)no2)c1
-16	2	2	CC(C)OCCCNC(=S)NNC(=O)c1ccc(Cl)c(Cl)c1
-43	5	-6	CCOc1ccc(-c2csc(NC(=O)CSCC(=O)O)n2)c2ccccc12
-8	-3	7	O=C(Nc1ccccc1O)c1cccc(S(=O)(=O)Nc2ccccc2O)c1
-15	6	11	Cc1cc(O)c(N)c(C)c1Cl
